Source: PubChem BioAssay (several laboratories)
Ba/F3 V617F tox = reduce viability of Ba/F3 cells dependent on JAK2V617F; Ba/F3 EpoR-JAK2V617F viability, ATP luminescence; inhibition, % at 5.6 µM; 220,000 tested, 1.1% active;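 active = inhibition above the campaign mean plus 3 SD over all tested compounds, cut at about 24% in these data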;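 note: cytokine-independent growth of Ba/F3 cells driven by EpoR plus mutant JAK2; 0% = DMSO-treated cells and 100% = JAK inhibitor I control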
S1P4 antag = blocks the human S1P4 receptor; O95977; S1P4-expressing cells, antagonist mode, reporter read-out; inhibition, % at 4.98 µM; 220,000 tested, 0.26% active; AID 1510; in the data active = inhibition above about 29%;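 note: 0% = wells stimulated with agonist and 100% = vehicle wells without agonist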
p47phox inh = p47phox (human) inhibition; p47phox/p22phox peptide binding, fluorescence polarization, 2 h; inhibition, % at 24.7 µM; AID 1274; P14598; 220,000 tested, 0.53% active;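 active = inhibition above about 30%, limit read from the data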;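 note: 0% = p47phox with labelled peptide and 100% = labelled peptide alone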
Target sequence (P14598 whole entry, looked up): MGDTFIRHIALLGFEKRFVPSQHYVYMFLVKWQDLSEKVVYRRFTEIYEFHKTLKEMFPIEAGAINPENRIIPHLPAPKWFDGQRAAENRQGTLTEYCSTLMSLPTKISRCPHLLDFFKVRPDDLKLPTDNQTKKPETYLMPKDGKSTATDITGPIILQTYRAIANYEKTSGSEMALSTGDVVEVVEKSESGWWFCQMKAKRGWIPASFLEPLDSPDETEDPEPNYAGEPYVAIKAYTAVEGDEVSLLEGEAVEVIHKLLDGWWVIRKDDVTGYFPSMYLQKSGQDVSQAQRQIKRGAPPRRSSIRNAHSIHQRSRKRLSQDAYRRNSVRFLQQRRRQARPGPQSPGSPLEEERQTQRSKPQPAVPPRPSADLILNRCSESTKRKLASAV
NPY Y1 blocker = blocks the human neuropeptide Y Y1 receptor; P25929; HEK293-CNG Y1 cells, membrane potential fluorescence; NPY at EC95, then isoproterenol; inhibition, % at 3.6 µM; 200,000 tested, 1% active;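 active = inhibition above the campaign mean inhibition of all tested compounds plus 3 SD, cut at about 20% in these data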;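 note: 0% = DMSO wells given NPY plus isoproterenol and 100% = isoproterenol alone without NPY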
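Benchmarks – high control isoproterenol alone, low control NPY with isoproterenol · Material – HEK293 Y1/CNG channel cell line · Times – dye 3 h, compound 60 min room temperature, stimulation 45 min · Probe or stimulus – NPY (25 nM), isoproterenol (1 µM), Ro 20-1724 (25 µM) · Evaluation – % inhibition of NPY effect · Signal – fluorescence, membrane potential probe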
NPY2 pot ag = potentiates or activates human NPY-Y2 receptor; activation, % at 3.6 µM; 220,000 tested, 0.45% active; cells expressing NPY-Y2, potentiator/agonist read-out; P49146; in the data active = activation above about 27%;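 note: cells stimulated with NPY near EC25 plus isoproterenol at EC100; 0% = vehicle plus submaximal agonist and 100% = vehicle plus saturating agonist; some results beyond the cut were filed as inactive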
Target sequence (P49146 whole entry, looked up): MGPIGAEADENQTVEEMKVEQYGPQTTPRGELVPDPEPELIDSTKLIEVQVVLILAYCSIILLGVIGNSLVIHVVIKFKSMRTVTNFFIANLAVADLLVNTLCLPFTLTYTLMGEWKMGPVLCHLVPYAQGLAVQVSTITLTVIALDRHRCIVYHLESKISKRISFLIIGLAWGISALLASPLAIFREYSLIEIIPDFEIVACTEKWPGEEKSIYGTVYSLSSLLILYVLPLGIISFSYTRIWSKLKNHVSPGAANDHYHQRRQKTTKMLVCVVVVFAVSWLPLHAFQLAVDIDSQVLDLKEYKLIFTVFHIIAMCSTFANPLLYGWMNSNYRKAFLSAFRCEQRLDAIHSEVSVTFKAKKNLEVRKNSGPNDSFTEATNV
BaF3 tox = reduces parental Ba/F3 cell viability, JAK2V617F counter-screen; CellTiter-Glo ATP luminescence; inhibition, % at 5.6 µM; 220,000 tested, 1.1% active; AID 1486;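 active = inhibition above a per-campaign cutoff, the mean inhibition of all tested compounds plus 3 SD, cut at about 27% in these data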;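 note: 0% = DMSO wells and 100% = JAK Inhibitor I control wells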
CHOP inh = inhibitors of CHOP induction in ER stress response. inhibition, % at 10 µM. 220,000 tested, 3.8% active. CHO-K1 CHOP-promoter luciferase, tunicamycin-induced, 15-18 h;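 active = compounds that reduced the stress-induced luciferase reporter signal by more than about 70% of percent inhibition, limit read from the data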;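 note: 0% = tunicamycin plus vehicle and 100% = wells without tunicamycin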
S1P4 agonist = agonists of human S1P4 receptor; O95977; S1P4-expressing cell line, agonist reporter assay; activation, % at 4.98 µM; 220,000 tested, 0.35% active; AID 1509; in the data active = activation above about 11%;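 note: 0% = DMSO vehicle and 100% = reference agonist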
NPY-Y1 PAM-ag = human NPY-Y1 potentiation or agonism, primary screen; P25929; activation, % at 3.6 µM; NPY-Y1 expressing cells, potentiator/agonist activation; AID 1304; 220,000 tested, 0.37% active; in the data active = activation above about 33%, passing the limit was not always enough;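 note: cells stimulated with NPY at EC10 then isoproterenol at EC100; 0% = low agonist plus stimulus and 100% = saturating agonist plus stimulus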
* hit, by the source's call; / = not tested or not shown. Random draw from the library; overall some 7.1% were active at least once.

SMILES	Ba/F3 V617F tox	S1P4 antag	p47phox inh	NPY Y1 blocker	NPY2 pot ag	BaF3 tox	CHOP inh	S1P4 agonist	NPY-Y1 PAM-ag
Cc1sc2ncnc(SCC#N)c2c1C	1	-5	-27	0	-5	10	27	0.9	-7
Cc1cc(S(=O)(=O)NCc2ccccc2)ccc1OCC(=O)Nc1cccc([N+](=O)[O-])c1	-1	5	-9	-8	16	5	-34	-1.1	22
c1ccc(-n2c(SCC3CCCCO3)nnc2-c2cnccn2)cc1 (stereo not given)	0	-3	-1	3	11	4	0	1.8	3
O=C(c1ccc(SCc2cccc(Br)c2)c([N+](=O)[O-])c1)N1CCN(c2ccccn2)CC1	-3	-3	1	7	7	6	10	1.6	15
CN(C)/C(Cn1cncn1)=C1/N=C(c2c(F)cccc2F)OC1=O	3	-10	-8	1	-2	6	11	2.0	4
CCSc1nnc(NC(=O)C2CC(=O)N(Cc3ccc(C)cc3)C2)s1 (stereo not given)	-2	-13	/	-4	-5	1	33	2.9	11
O=c1[nH]c2cc3c(cc2cc1CN(Cc1cccnc1)C(=S)NCc1ccco1)OCO3	-3	0	-6	1	-6	2	-6	0.0	6
C/C(CC(C)(C)C1CCCCC1)=N\NC(N)=S	80*	48*	-9	12	30	73*	-3	-0.8	20
O=C(O)C1CCCN1S(=O)(=O)c1ccccc1 (stereo not given)	2	-10	-9	0	7	6	-9	1.2	10
CCn1c(NCc2ccco2)nc2c1c(=O)n(C)c(=O)n2C	-4	-15	-4	6	-1	1	32	-2.8	-7
Cc1cc(-c2n[nH]c(=S)n2/N=C/c2cc([N+](=O)[O-])ccc2Cl)n[nH]1	0	-5	13	3	3	5	28	0.8	-8
Cc1ccc(CNc2ccc(Cl)cc2[N+](=O)[O-])cc1	3	-15	3	24*	-18	5	-23	1.3	-18
Cc1ccc(C)c(NC(=O)C2C3CCCC2C3c2ccccc2)c1 (stereo not given)	-1	-17	-1	2	-1	5	25	1.4	8
O=C1C(=O)N(CCN2CCOCC2)C(c2ccncc2)/C1=C(/O)c1ccc2c(c1)OCO2 (stereo not given)	-4	-19	-9	6	-3	1	-11	2.4	1
COc1ccc(/C=N/NS(=O)(=O)c2ccccc2)cc1OS(=O)(=O)c1ccccc1	-2	-13	-9	1	-6	3	41	-1.9	-10
Cc1nc(NCCc2ccccc2)c(C#N)c(C)c1[N+](=O)[O-]	1	-15	-13	2	3	7	32	2.6	-17
O=C(OCC(O)CN1CCCCC1)C12CC3CC(CC(C3)C1)C2 (stereo not given)	-2	1	11	7	0	0	25	1.3	0
CCC(CO)NCc1ccccc1OC(C)C (stereo not given)	-2	-2	-7	3	-4	1	-7	0.1	-5
CCOC(=O)COc1ccccc1-c1ccno1	-3	-5	0	4	10	4	4	-0.9	3
O=C(CCC(=O)N/N=C/c1ccco1)N/N=C/c1ccco1	-4	7	-13	/	-2	-5	11	0.5	22
Cc1ccc2ccc(C)[n+](CCCS(=O)(=O)[O-])c2c1	-4	-14	-19	2	4	5	3	0.6	9
O=C(NCCCCCNC(=O)c1ccco1)c1ccco1	5	19	8	1	-13	2	-17	1.6	0
COc1ccc(COCC(O)CN2CCC(C(N)=O)CC2)cc1 (stereo not given)	-3	-14	-7	/	0	-2	-6	0.5	10
Cn1cc(C(=O)N2CCN(C(=O)c3ccco3)CC2)c2c3ccccc3n(C)c2c1=O	2	-14	-5	0	-2	1	13	2.6	15
CC12C(=O)N(Cc3ccco3)C(=O)C1C1c3ccccc3C2c2ccccc21 (stereo not given)	0	18	-3	3	7	7	21	-1.5	19
Cc1oc(-c2ccc(Cl)cc2)nc1CN1CCC(C(=O)NCc2cccs2)CC1	1	-14	-2	11	-11	4	39	-0.5	-36
CCCCNC(=O)CNC(=S)N(Cc1ccc(C)cc1)Cc1ccco1	3	-9	-7	-1	11	3	28	0.0	2
Cc1ccc(C)c(NC(=S)N(CCN(C)C)C(C)c2ccccn2)c1 (stereo not given)	4	-5	-2	-2	-6	7	-14	-2.0	-23
CCc1nnc(NC(=O)CSc2nc3c(c(=O)n2-c2ccccc2OC)SCC3)s1	-2	-1	-17	3	1	-1	15	-0.6	16
Cc1ccccc1Cn1c([N+](=O)[O-])cnc1C	-2	-29	-20	2	11	2	20	0.3	5
O=C(CCNC(=O)Cn1ccc2ccccc2c1=O)NCCCN1CCN(c2ccc(F)cc2)CC1	2	2	1	-3	1	4	-11	-0.5	12
CCOC(=O)C[n+]1c(C)csc1C	-1	-2	-16	1	19	3	32	0.2	-21
CC(=O)Nc1ccc(S(=O)(=O)N2CCN(c3cnn(C)c(=O)c3Cl)CC2)cc1	2	4	-4	-2	-22	9	15	0.7	7
COc1ccc2c(C)cc(SCC(=O)Nc3c(C)n(C)n(-c4ccccc4)c3=O)nc2c1	2	-23	-2	-2	7	4	25	0.2	-32
CCN(CC(=O)Nc1ccc2c(c1)OCCO2)Cc1cc(=O)oc2c(C)c(C)ccc12	0	-12	-3	10	-16	6	28	-2.2	-19
CCN(CC)C(=O)CSc1nc(N)c(C(=O)Nc2ccc(OC)cc2)s1	-1	22	-8	-3	6	2	14	-0.2	17

The closing 4 entries of the section above are carried over, then new ones follow.
SMILES	Ba/F3 V617F tox	S1P4 antag	p47phox inh	NPY Y1 blocker	NPY2 pot ag	BaF3 tox	CHOP inh	S1P4 agonist	NPY-Y1 PAM-ag
CC(=O)Nc1ccc(S(=O)(=O)N2CCN(c3cnn(C)c(=O)c3Cl)CC2)cc1	2	4	-4	-2	-22	9	15	0.7	7
COc1ccc2c(C)cc(SCC(=O)Nc3c(C)n(C)n(-c4ccccc4)c3=O)nc2c1	2	-23	-2	-2	7	4	25	0.2	-32
CCN(CC(=O)Nc1ccc2c(c1)OCCO2)Cc1cc(=O)oc2c(C)c(C)ccc12	0	-12	-3	10	-16	6	28	-2.2	-19
CCN(CC)C(=O)CSc1nc(N)c(C(=O)Nc2ccc(OC)cc2)s1	-1	22	-8	-3	6	2	14	-0.2	17
Cc1ccc(CN(Cc2cc3cc4c(cc3[nH]c2=O)OCCO4)Cc2nnnn2Cc2ccco2)cc1	-2	0	-42	-1	-23	0	34	0.0	-21
CSc1ccc(C(=O)C2CCCN(Cc3cccc4nccnc34)C2)cc1 (stereo not given)	-3	-16	-12	/	-48	-3	15	0.8	7
COC(=O)COc1cc(Cl)c(C=O)cc1OC	0	-9	-6	-5	4	1	14	1.4	17
Cc1ccc(Cn2ccc(NC(=O)c3nn(C)cc3Cl)n2)cc1	-3	-33	-2	-2	4	3	-9	0.0	-3
CCOc1ccc(/C(O)=C2/C(=O)C(=O)N(CC3CCCO3)C2c2ccco2)cc1 (stereo not given)	-2	-20	-3	3	14	-1	14	1.9	-8
CN(C)/C(CN1CCOCC1)=C1\N=C(c2ccccc2)OC1=O	-2	-4	0	5	-2	9	16	0.5	-6
CC(C)(CNC(=O)C1CCCC1)CNC(=O)C1CCCC1	-3	-13	2	-3	6	1	5	-0.5	-10
O=C(CCN1C(=O)COc2ccccc21)NCCCN1CCc2ccccc2C1	4	-6	-11	1	-9	7	48	2.1	1
O=C(Nc1ccn(Cc2ccccc2)n1)c1n[nH]c([N+](=O)[O-])c1Cl	6	-11	0	-3	19	7	30	1.2	11
O=C(CSc1nnc2c(n1)[nH]c1ccc(S(=O)(=O)N3CCOCC3)cc12)Nc1ccccc1Cl	7	-3	-20	-1	0	14	31	0.5	4
COCCNC(=O)COC(=O)c1[nH]c(C)c(C(C)=O)c1C	-2	2	5	-3	6	6	-12	-1.3	-23
CN(C)CCNC(=O)C12CC3(C)CC(C)(CC(C)(C3)C1)C2	0	10	-16	10	-3	59*	8	-1.7	-5
COc1ccc(NC(=S)N2CCN(C(=O)c3ccccc3)CC2)cc1	-2	-13	-3	-3	-5	11	-2	1.6	14
COc1ccc(CNC(=O)C2CC(c3cccc(OC)c3)=NO2)cc1 (stereo not given)	1	-7	3	12	-32	3	-17	0.5	-28
Cc1oncc1-c1csc(-c2ccccc2)n1	-2	10	-4	3	3	3	-24	1.6	-11
COc1cc(C(=O)Nc2sc3c(c2C(=O)NCc2ccco2)CCCC3)cc(OC)c1OC	-1	1	-22	11	-1	4	44	-1.6	-12
Cc1cc2nc(-c3ccc(SCC(=O)Nc4ccc(S(=O)(=O)N5CCCC5)cc4)nc3)[nH]c2cc1C	-4	-18	-121	8	-14	0	-12	2.9	-17
CCCn1c(=O)c2c(C(F)(F)F)cc(-c3ccco3)nc2n(CCC)c1=O	-2	-6	-2	-5	-14	0	1	0.2	-2
CCn1cnc2cc(NCc3nc4ccccc4n3C)ccc21	2	-4	-19	1	12	6	19	1.9	10
COc1cccc(OCCc2c(C)n[nH]c2C)c1	-2	1	-10	0	5	1	8	2.1	5
Cc1onc(-c2ccccc2Cl)c1C(=O)OCc1cnc(Cl)s1	-1	-14	9	3	4	1	23	-2.6	-5
Cc1ccc(NC(=O)COC(=O)CCc2c[nH]c3ccccc23)cc1[N+](=O)[O-]	-1	-19	3	11	-6	4	36	1.1	-24
Cc1ccc(NC(=O)CSc2nc3ccccc3c(=O)n2Cc2cccs2)cc1	-5	-26	-2	-1	10	-2	-12	-0.9	9
CCCCOc1ccccc1C1C(C(=O)OC)=CN(CC)C=C1C(=O)OC	29*	-3	-17	8	-14	26	15	12*	-20
Cc1nn(CC(=O)N(C)C)c(=O)c2ccccc12	-3	14	-10	0	-2	2	1	-0.2	5
C(=N\Nc1nc2ccccc2s1)/c1ccccn1	14	-5	-19	/	4	7	101*	0.4	16
Cc1ccc(NC(=O)CCn2ccc([N+](=O)[O-])n2)nc1	-4	-26	-9	1	-4	0	23	-0.2	-5
COc1cc(/C=C2\SC(=O)N(CCN)C2=O)ccc1OS(=O)(=O)c1cc(C)ccc1C	-2	-13	72*	11	11	1	93*	-1.3	3
Cc1cccc(NC(=O)c2ccccc2OCC(=O)N2CCOCC2)c1C	1	-10	-1	-2	7	4	31	1.6	6
CCn1c(SCc2nc(-c3ccc(OC)c(OC)c3)no2)nnc1-c1cccs1	-2	-23	-5	3	-7	2	30	-1.6	-5
Cc1ccc(-c2nn(-c3ccccc3)cc2CO)o1	-1	-9	-3	-3	-6	2	-33	-0.4	0
COc1ccc(C2Nc3ccccc3C(=O)N2NC(=O)c2ccccc2)cc1OC (stereo not given)	-2	-1	2	-3	5	3	6	-0.1	-11
CCOCCCN1C(=O)CN(C2CCCCC2)C(=O)C1c1ccc(OC)c(OC)c1 (stereo not given)	1	-10	-11	5	-5	4	-19	1.6	11
CCCC(=O)Nc1nnc(-c2ccc3c(c2)OCO3)s1	-2	10	-8	/	-14	-3	29	-3.0	16
COc1ccc2c(c1)CCc1c(C(=O)Nc3ccc(OC)c(OC)c3)noc1-2	-3	-10	-12	-8	-16	3	76*	0.3	18
COC(=O)C1C(c2ccc(Cl)cc2)NC(c2ccc(Cl)cc2)C(C(=O)OC)S1(=O)=O (stereo not given)	-1	-13	-1	3	4	2	-14	2.3	-7
O=C(O)c1cccc(N(CCO)CCO)c1	1	-20	-3	/	-14	-10	-6	-0.6	17
COc1ccc(Cc2nc(-c3ccc(NC(=O)c4cccnc4)cc3)no2)cc1	10	-6	-3	6	-15	0	23	0.4	-26
Cc1cccc(C)c1NC(=O)CCCSc1nnc(N)s1	5	-18	-3	4	-9	11	-2	1.6	5
